MOR-DOR inv ag: inverse agonists of MOR-DOR heterodimerization, primary screen, cell-based, luminescence | Mu-type opioid receptor (Homo sapiens) + Delta-type opioid receptor (Homo sapiens), … | cell-based MOR-DOR heterodimer luminescence, inverse agonism | inhibition, % at 9.3 µM | 340,000 compounds, 0.21% hits; in the data active means inhibition above about 22%, passing the limit was not always enough;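 further: 0% = cells with DMSO and 100% = wells without cells with DMSO; values of inactives mirror those of a sister screen read the other way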
MOR-DOR ag: agonists of OPRM1-OPRD1 heterodimerization, primary screen, cell-based, luminescence | Mu-type opioid receptor (Homo sapiens) + Delta-type opioid receptor (Homo sapiens), … | cells | activation, % at 9.3 µM | 340,000 compounds, 0.3% hits; in the data active means activation above about 18%;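 further: 0% = vehicle-treated cells and 100% = reference agonist; values of inactives mirror those of a sister screen read the other way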
RTF Ca sens act: cardiac RTF calcium sensitivity activators, primary screen, biochemical, IANBD-TnC fluorescence, EC20 calcium; 340,000 compounds, 0.24% hits; activation, % at 7.2 µM; IANBD-labeled TnC RTF fluorescence at EC20 calcium; 0% EC20 calcium, 100% full calcium; Troponin I, cardiac muscle (Homo sapiens) + Troponin T, cardiac muscle (Homo sapiens) + …;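 active means activation above the mean over all tested compounds plus 3 SD, cut at about 30% in these data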;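 further: rise in fluorescence read as greater calcium sensitivity of cardiac thin filaments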
V-ATPase pH: regulators of yeast V-ATPase proton pumping, primary screen, pHLuorin cytosolic pH fluorescence. S. cerevisiae. response, % at 10 µM. 350,000 compounds, 0.37% hits; in the data active means response mostly above about 7.3%, no sharp cut-off; inactive means mostly below about 5.4%; further: actives read high; inactives centre near 0; some compounds called inactive have numbers as strong as hits; reference of the scale not given here
HTR5A ag ctr: HTR5A agonists in luminescence cell assay, primary screen, counter-screen for OPRM1-OPRD1 heterodimer agonist project, full-deck HTS | activation, % at 9.3 µM | 340,000 compounds, 0.61% hits | 5-hydroxytryptamine receptor 5A (Homo sapiens), P47898 | cell-based; in the data active means activation mostly above about 9.5%, no sharp cut-off; inactive means mostly below about 7.6%;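 further: 0% = cells with vehicle only and 100% = reference agonist; strong numbers were not always called active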
Target sequence (P47898 whole entry, looked up): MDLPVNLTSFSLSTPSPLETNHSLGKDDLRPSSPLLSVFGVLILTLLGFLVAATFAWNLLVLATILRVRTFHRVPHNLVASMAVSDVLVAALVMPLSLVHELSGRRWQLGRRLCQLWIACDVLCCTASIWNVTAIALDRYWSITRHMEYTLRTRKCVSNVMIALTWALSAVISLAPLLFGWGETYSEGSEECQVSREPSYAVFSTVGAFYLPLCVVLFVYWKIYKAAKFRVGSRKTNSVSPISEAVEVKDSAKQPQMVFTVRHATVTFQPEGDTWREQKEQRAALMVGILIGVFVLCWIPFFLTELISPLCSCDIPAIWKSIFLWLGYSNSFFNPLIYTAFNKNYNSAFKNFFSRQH
CAL-PDZ inh HTS: untagged CAL PDZ binding inhibitors, primary screen, biochemical, fluorescence polarization, HTS; Golgi-associated PDZ and coiled-coil motif-containing protein (Homo sapiens), Q9HD26; purified CAL PDZ, TMR-peptide fluorescence polarization, 1 h; inhibition, % at 24.9 µM; 300,000 compounds, 0.92% hits;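 active means mean inhibition of at least 30% with at least half of replicates also reaching 30%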;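 further: 0% = DMSO neutral control and 100% = excess unlabeled competitor peptide PRC23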
HTR5A inv ag: HTR5A inverse agonists in luminescence cell assay, primary screen, counter-screen for OPRM1-OPRD1 heterodimer inverse agonist project, full-deck HTS | 5-hydroxytryptamine receptor 5A (Homo sapiens), P47898 | 340,000 compounds, 0.083% hits | HTR5A cell line, inverse agonism | inhibition, % at 9.3 µM; in the data active means inhibition mostly above about 23%, no sharp cut-off; inactive means mostly below about 18%;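 further: 0% = cells with DMSO and 100% = no-cell wells with DMSO; some compounds called inactive have numbers as strong as hits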
Keap1 Nrf2 FP: Keap1-Nrf2 protein-protein interaction inhibitors, primary screen, biochemical, fluorescence polarization, single point; Kelch-like ECH-associated protein 1 (Homo sapiens), Q14145; Keap1 Kelch-Nrf2 peptide fluorescence polarization, 1536-well; inhibition, % at 9.4 µM; 340,000 compounds, 0.15% hits; AID 504523, 2011; in the data active means inhibition above about 12%;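 further: human Keap1 Kelch domain with fluorescein labeled Nrf2 9mer peptide probe; 0% = neutral control wells and 100% = peptide positive control; higher means more block of Keap1 binding to Nrf2 peptide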
Target sequence (Q14145 whole entry, looked up, the tested form may be a part): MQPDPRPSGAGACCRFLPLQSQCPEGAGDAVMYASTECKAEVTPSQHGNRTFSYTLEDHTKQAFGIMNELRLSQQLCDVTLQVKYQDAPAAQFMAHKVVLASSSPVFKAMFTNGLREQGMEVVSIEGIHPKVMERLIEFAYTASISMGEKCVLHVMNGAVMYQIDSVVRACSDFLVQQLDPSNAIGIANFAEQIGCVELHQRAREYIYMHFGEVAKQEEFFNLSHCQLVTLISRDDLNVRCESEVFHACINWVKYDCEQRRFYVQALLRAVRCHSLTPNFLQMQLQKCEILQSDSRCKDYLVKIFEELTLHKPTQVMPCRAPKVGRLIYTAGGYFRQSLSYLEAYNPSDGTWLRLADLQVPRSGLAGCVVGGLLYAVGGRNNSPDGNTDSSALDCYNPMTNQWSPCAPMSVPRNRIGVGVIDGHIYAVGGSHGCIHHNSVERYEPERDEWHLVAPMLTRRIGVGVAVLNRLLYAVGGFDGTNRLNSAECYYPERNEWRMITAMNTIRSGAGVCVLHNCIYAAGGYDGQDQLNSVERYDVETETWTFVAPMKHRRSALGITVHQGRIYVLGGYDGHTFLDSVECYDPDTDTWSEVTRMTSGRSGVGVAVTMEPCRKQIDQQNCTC
C-LANA FP: inhibitors of KSHV C-LANA binding to DNA, primary screen, biochemical, fluorescence polarization, FAM-LBS DNA, MBP-C-LANA, single point; inhibition, % at 9 µM; AID 504423, 2011; 340,000 compounds, 0.078% hits; Kaposi's sarcoma herpesvirus LANA C-terminal domain (residues 932-1162) DNA binding;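 active means highest replicate inhibition at or above 60% at 9 µM, even if other replicates fall short; inactive means all replicates below 60% inhibition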;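 further: 0% = neutral control wells and 100% = 4 µM acridine orange control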
Cardiac RTF inh: cardiac RTF calcium sensitivity inhibitors, primary screen, biochemical, IANBD-TnC fluorescence, EC70 calcium. IANBD-labeled cardiac RTF, Ca2+ fluorescence. inhibition, % at 7.15 µM. 340,000 compounds, 0.12% hits;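 active means inhibition above the mean inhibition of all tested compounds plus 3 SD, cut at about 17% in these data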;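 further: assay run at fixed EC70 calcium of 1.6 mM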
* = called active by the depositor; . = no result given.

cpd	mol	MOR-DOR inv ag	MOR-DOR ag	RTF Ca sens act	V-ATPase pH	HTR5A ag ctr	CAL-PDZ inh HTS	HTR5A inv ag	Keap1 Nrf2 FP	C-LANA FP	Cardiac RTF inh
1	CC1CCN(C(=O)CSc2nc3[nH]ncc3c(=O)[nH]2)CC1	-4	0.8	10	6	-3	-5	5	-4	-0.4	-19
2	C[C@H](NC(=O)COc1ccc(Cl)cc1)C(=O)N1CCC2(CC1)NCCc1[nH]cnc12	0	0.1	3	2	-1	-11	-21	4	0.3	-5
3	COc1ccc(-c2noc(C3CCCN(C(=O)c4ccccc4)C3)n2)cc1 (stereo unspecified)	12	-2.2	0	1	5	-4	-12	-1	-0.3	10
4	CO/N=C(/CS(=O)(=O)c1ccc(C)cc1)c1ccc(OC)cc1	-6	1.2	4	0	-5	-2	10	-1	1.9	-17
5	CC(=O)c1ccc(OCC(=O)Nc2ccccc2N2CCCC2)cc1	10	-1.5	-3	1	1	-5	-4	-5	0.8	-10
6	O=c1[nH]cc(C(F)(F)F)cc1NS(=O)(=O)c1ccccc1[N+](=O)[O-]	9	-1.8	4	2	0	-4	-1	0	0.7	4
7	O=c1nc2ccccc2c(NS(=O)(=O)c2ccc(Cl)cc2)n1-c1ccccc1	-1	0.2	2	-2	-1	-2	15	4	-0.5	7
8	COc1ccc(NC(=S)NNC(=O)c2ccccc2OC(F)F)cc1	20	-3.7	-3	2	-7	-4	-8	2	1.2	-3
9	O=C(CCCN1C(=O)/C(=C/c2cccs2)SC1=S)Nc1ccccc1O	-38	4.6	-5	0	3	-3	4	-1	-0.1	-19
10	CC(=O)c1ccc(NC(=O)C(C)OC(=O)C2CCN(c3ccc(C(F)(F)F)cn3)CC2)cc1 (stereo unspecified)	0	0.1	-14	-2	-5	-5	11	-3	1.7	-4
11	CCOC(=O)C1CCN(C(=O)c2ccccc2NS(=O)(=O)c2ccc(C)cc2)CC1	-3	0.5	-5	-2	0	-2	-29	-4	0.6	0
12	Cc1ccc(-c2nnc(SCC(N)=O)nc2-c2ccc(C)cc2)cc1	11	-2.1	1	-2	-2	-8	6	-1	0.6	2
13	COc1ccc(CCNC(=O)CCNC(=O)c2ccc(Br)cc2)cc1OC	16	-3.1	6	-1	0	-3	-1	0	1.0	-7
14	Nc1nnc(SCC(=O)OCc2ccccc2)s1	7	-1.3	-2	1	1	.	-3	-8	-0.1	2
15	CCOc1ccc(C(=O)NCc2ccco2)cc1OCC	5	-0.9	2	4	5	1	24	-6	-1.1	-13
16	COc1ccc(C(=O)NNC(=O)c2ccc3ccccc3c2O)cc1	13	-2.9	-2	1	-2	-1	8	2	1.5	6
17	CN(C)c1nc(=NCc2ccco2)ss1	66*	-13	4	6	-6	-2	22	-6	2.2	-2
18	CCc1nc(OCC(=O)c2ccccc2)c(C#N)c2c1COC(C)(C)C2	-15	2.5	4	-2	1	-1	-39	3	14	3
19	CCOC(=O)C1=C(C)NC(=S)NC1c1ccc(OCC(=O)N2CCCCCC2)cc1 (stereo unspecified)	-4	0.5	-6	2	6	-2	-4	0	0.8	-17
20	COc1ccc(OCCCC(=O)OCC(=O)Nc2nnc(-c3ccccc3)o2)cc1	12	-2.2	-3	2	-1	.	5	-4	1.9	-3

Ten structures from above, arranged by molar mass, low to high:
cpd	mol	MOR-DOR inv ag	MOR-DOR ag	RTF Ca sens act	V-ATPase pH	HTR5A ag ctr	CAL-PDZ inh HTS	HTR5A inv ag	Keap1 Nrf2 FP	C-LANA FP	Cardiac RTF inh
14	Nc1nnc(SCC(=O)OCc2ccccc2)s1	7	-1.3	-2	1	1	.	-3	-8	-0.1	2
15	CCOc1ccc(C(=O)NCc2ccco2)cc1OCC	5	-0.9	2	4	5	1	24	-6	-1.1	-13
1	CC1CCN(C(=O)CSc2nc3[nH]ncc3c(=O)[nH]2)CC1	-4	0.8	10	6	-3	-5	5	-4	-0.4	-19
16	COc1ccc(C(=O)NNC(=O)c2ccc3ccccc3c2O)cc1	13	-2.9	-2	1	-2	-1	8	2	1.5	6
12	Cc1ccc(-c2nnc(SCC(N)=O)nc2-c2ccc(C)cc2)cc1	11	-2.1	1	-2	-2	-8	6	-1	0.6	2
6	O=c1[nH]cc(C(F)(F)F)cc1NS(=O)(=O)c1ccccc1[N+](=O)[O-]	9	-1.8	4	2	0	-4	-1	0	0.7	4
8	COc1ccc(NC(=S)NNC(=O)c2ccccc2OC(F)F)cc1	20	-3.7	-3	2	-7	-4	-8	2	1.2	-3
20	COc1ccc(OCCCC(=O)OCC(=O)Nc2nnc(-c3ccccc3)o2)cc1	12	-2.2	-3	2	-1	.	5	-4	1.9	-3
19	CCOC(=O)C1=C(C)NC(=S)NC1c1ccc(OCC(=O)N2CCCCCC2)cc1 (stereo unspecified)	-4	0.5	-6	2	6	-2	-4	0	0.8	-17
13	COc1ccc(CCNC(=O)CCNC(=O)c2ccc(Br)cc2)cc1OC	16	-3.1	6	-1	0	-3	-1	0	1.0	-7

The list goes on.
cpd	mol	MOR-DOR inv ag	MOR-DOR ag	RTF Ca sens act	V-ATPase pH	HTR5A ag ctr	CAL-PDZ inh HTS	HTR5A inv ag	Keap1 Nrf2 FP	C-LANA FP	Cardiac RTF inh
21	O=C(Nc1cccnc1)c1ccc(COc2ccccc2Cl)o1	12	-2.2	0	-3	-2	-4	-3	-2	-1.4	-4
22	CCC(c1nnnn1C(C)C)N1CCN(C2CCCC2)CC1 (stereo unspecified)	11	-2.6	-2	0	1	-2	12	-2	2.7	-4
23	CC1=NN(S(=O)(=O)c2ccc(F)cc2)C(=O)c2ccccc2O1	3	-0.5	-1	-3	-5	-4	2	-1	-0.4	-4
24	COc1ccc(NC(=O)N2CCCC2)cc1OC	14	-2.9	0	-3	-6	-3	15	-2	-1.7	-4
25	CN(CC(=O)NCC1CCCCC1)S(=O)(=O)c1ccc(F)cc1	-9	1.2	-7	0	-4	12	9	0	-0.2	6
26	CCCCC(CC)CO (stereo unspecified)	5	-1.0	4	3	1	-1	-14	0	1.5	-4
27	Cc1occc(=O)c1OCc1c(Cl)cccc1Cl	1	-0.2	-2	-1	2	-4	-7	-1	1.8	-1
28	COC(=O)C1=C(C)N(Cc2ccco2)C(=O)/C1=C\c1ccc(N(C)C)cc1	8	-1.5	3	2	2	3	-8	0	2.1	-16
29	CCC(NC(=S)NCc1ccc(F)cc1)c1ccccc1 (stereo unspecified)	-2	0.4	-3	5	-1	-1	-7	2	1.2	1
30	Cc1ccc(NS(=O)(=O)c2cccc(C(=O)O)c2)cc1S(=O)(=O)N1CCOCC1	14	-2.8	0	2	1	-1	-7	2	-0.6	-5
31	COc1cc(NC(=O)c2ccc(F)cc2)ccc1NC(=O)c1cc2ccccc2o1	-2	0.3	5	0	2	-3	-9	-6	-4.9	-3
32	O=C(Nc1cccc(NC(=O)c2ccc(Cl)cc2)n1)c1ccc(Cl)cc1	16	-2.9	0	-3	4	-3	-9	-7	0.3	2
33	Cc1c(C(=O)N2CCOCC2)c(S(=O)(=O)Nc2ccc(F)cc2)c(C)n1C	3	-0.6	0	5	3	0	-1	-7	-1.1	-5
34	CNS(=O)(=O)c1ccc(C(=O)NCC(=O)NC(C)c2cccs2)cc1 (stereo unspecified)	6	-1.6	-2	4	1	0	-3	-5	0.8	-5
35	NC(=O)c1ccc(NC(=O)COC(=O)C2COc3ccccc3O2)cc1 (stereo unspecified)	14	-2.7	10	2	-2	0	6	-1	1.6	-4
36	O=C(c1ccccc1)N1CCN(C2C3CC4CC(C3)CC2C4)CC1 (stereo unspecified)	-15	2.5	2	9	-3	-4	-6	-4	1.5	-5
37	CCN(C(=O)c1nn(-c2ccc(OC)cc2)c(=O)c2c1c1ccccc1n2C)c1ccc(OC)cc1	10	-1.4	9	1	0	-2	0	-4	-1.4	-9
38	O=C(CCN1c2ccccc2Sc2ccccc21)OCC(=O)N1CCN(C(=O)c2ccco2)CC1	1	-0.2	0	-2	2	1	-6	-4	-0.4	-3
39	CCC(CO)Oc1cc(NCc2cccc(C(F)(F)F)c2)c2ncn(C(C)C)c2c1 (stereo unspecified)	-2	0.3	8	-3	6	-2	-1	-5	0.4	-12
40	COc1ccc(-c2cc(-c3ccccc3O)[nH]n2)cc1OC	-1	0.1	-5	0	0	-1	-1	1	0.2	2
41	O=C(CN1CCN(c2ccc(F)cc2)CC1)N1CCOCC1	11	-1.9	-7	-3	2	-2	-5	-2	0.5	6
42	CC1CCC2(CC1)NC(=O)N(CC(=O)NCCc1c[nH]c3ccccc13)C2=O (stereo unspecified)	3	-0.6	-2	-3	-3	.	12	1	-0.4	-4
43	Cc1cc2c(cc1C)NC(c1nc3ccccc3[nH]1)C1=C(CC(C)(C)CC1=O)N2 (stereo unspecified)	-23	3.8	-5	.	0	0	-6	-2	-1.8	-6
44	CSC1=N/C(=C/c2ccc(-n3cncn3)cc2)C(=O)N1	18	-3.5	-4	2	6	0	8	4	0.7	2
45	Cc1ccc(S(=O)(=O)NCCC(=O)OCC(=O)Nc2cccc(Cl)c2)cc1	4	-0.9	-2	-1	-4	-2	9	-6	1.0	2
46	Cc1nn(Cc2ccccc2)c(Cl)c1/C=N/NC(=O)c1cccnc1	7	-1.1	-4	-2	9	-3	-22	3	0.0	4
47	CC1CCCC(NC(=O)NC(=O)CCl)C1C (stereo unspecified)	0	0.0	6	.	5	2	11	3	0.3	5

Screens (PubChem)
